Screening results (PubChem BioAssay)
M. tuberculosis = growth inhibition of non-replicating M. tuberculosis (AID 488890). inhibition, % at 25 µM; hits with a dose series show IC50 in µM. Mycobacterium tuberculosis non-replicating, growth inhibition; higher % means a stronger effect. 320,000 compounds, 0.39% hits; in the data active means a potency from the dose series; inconclusive means inhibition mostly from about 82% at the one dose, without a potency; inactive means the rest, 99 in 100 with inhibition below about 76%;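 further: plate controls were DMSO cells for no effect and high antibiotic wells for full effect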
VEEV TC-83 Vero = inhibitors of VEEV TC-83 cytopathic effect, confirmation, Vero cells (AID 588727); Vero cells, VEEV TC-83 cytopathic effect inhibition; higher % means a stronger effect; inhibition, % at 20 µM; hits with a dose series show IC50 in µM; 350,000 compounds, 0.13% hits; in the data active means a potency from the dose series; inconclusive means inhibition mostly from about 14% at the one dose, without a potency; inactive means the rest, 99 in 100 with inhibition below about 12%; further: strong numbers were not always called active
influenza NS1A = H1N1 influenza NS1A inhibitors, functional cell based assay (AID 504329); one-dose inhibition, % at 12.5 µM; IC50 in µM for titrated hits; 340,000 compounds, 0.3% hits; NS1A functional cell-based assay, percent inhibition; higher % means a stronger effect; in the data active means a potency from the dose series; inconclusive means inhibition above about 27% without an active follow-up result; further: strong numbers were not always called active
Salmonella PhoP GFP = PhoP regulon inhibitors, Salmonella typhi PhoP promoter GFP reporter, confirmatory (AID 1850); Salmonella Typhi PhoP-promoter GFP reporter, fluorescence, 4 h; higher % means a stronger effect; one-dose inhibition, % at 50 µM; IC50 in µM for titrated hits; 310,000 compounds, 0.33% hits; in the data active means a potency from the dose series; inconclusive means inhibition mostly from about 25% at the one dose, without a potency; inactive means the rest, 99 in 100 with inhibition below about 19%;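 further: 0% = induced wells with vehicle and 100% = uninduced wells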
H37Rv inhibition = M. tuberculosis growth inhibition, HTS (AID 449762); inhibition, % at 25 µM, or IC50 in µM where a hit was titrated; 330,000 compounds, 0.59% hits; M. tuberculosis H37Rv growth inhibition, 7H9 media; higher % means a stronger effect; in the data active means a potency from the dose series; inconclusive means inhibition above about 70% without an active follow-up result;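 further: bacterial growth assessed after seven days of incubation; strong numbers were not always called active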
VEEV TC-83 Vero 10K pilot screen = second read-out of VEEV TC-83 Vero, no call of its own (marks repeat the call); inhibition, %; measured here: 10K pilot screen inhibition
Numbers without * were called inactive; i = inactive; u = inconclusive; x = no result given.

SMILES	M. tuberculosis	VEEV TC-83 Vero	influenza NS1A	Salmonella PhoP GFP	H37Rv inhibition	others
Cc1ccccc1Nc1nc(N)nc(COC(=O)c2ccc([N+](=O)[O-])o2)n1	6.3%	2.1%	-13.7%	x	0.49µM*
COc1ccc(N2CCN(C(=O)COC(=O)c3ccc(-n4nc(C)cc4C)cc3)CC2)cc1	67.2%	0.6%	4.2%	x	u
COC(=O)C1(C)Cc2cc(OC(C)=O)c(OC(C)=O)cc2N1 (configuration not stated)	5.1%	x	x	0.2%	1.1%
Cc1cc(=O)[nH]c(N/N=C/c2ccc(C)o2)n1	0.2%	3.2%	-2.5%	-10.8%	0.6%
Cc1nn(Cc2ccc(F)cc2)c(C)c1NC(=O)c1noc2c1CCc1ccccc1-2	x	5.1%	-9.3%	x	-10.8%
CCc1ccc(Nc2nnc(SCC(=O)NCCN3C(=O)CSC3=O)s2)cc1	34.5%	0.7%	5.5%	-1.7%	2.6%
CCOc1ccc(N=c2oc3cc(O)ccc3cc2C(=O)NCC2CCCO2)cc1 (configuration not stated)	-12.3%	i	4.9%	5.8%	-9.9%
COc1ccc(N2CCN(CCNC(=O)c3nnc(Cc4c(F)cccc4Cl)o3)CC2)cc1	5.2%	i	-4.1%	5.2%	5.1%
Cc1ccccc1-n1ncc2c1CC(C)(C)CC2NC(=O)CSc1ccncc1 (configuration not stated)	46.3%	i	-6.9%	-4.7%	8.0%
CN1C2C(Br)CCCCN2c2ccc(F)cc2S1(=O)=O (configuration not stated)	-6.4%	i	10.1%	6.5%	-1.2%
O=C(NNS(=O)(=O)c1ccccc1)Nc1ccc(F)cc1	-5.1%	1.6%	-7.6%	-6.0%	-4.3%
C/C(=N/NC(=O)CN1CCN(Cc2ccccc2Cl)CC1)c1ccco1	1.8%	0.5%	0.9%	2.6%	2.3%
CC(=O)Nc1ccc(NC(=O)c2sc3nc4c(c(-c5ccc(C)cc5)c3c2N)CCC4)cc1	4.6%	0.1%	3.7%	x	-2.5%
COCc1ccc(C(=O)NC2CC(C)(C)Cc3c2cnn3-c2ccc(C)cc2)o1 (configuration not stated)	37.5%	6.8%	10.1%	0.4%	7.5%
CNCCCOc1cccc(OC(C)C)c1	-3.4%	1.2%	5.6%	-1.1%	-6.0%
NS(=O)(=O)c1ccc(NC(=O)COC(=O)/C=C/c2ccc([N+](=O)[O-])cc2)cc1	-12.9%	0.1%	12.4%	-6.7%	-3.2%
O=S(=O)(Nc1cccc(F)c1)c1cccc2nsnc12	-9.2%	i	-7.2%	7.1%	-1.4%
Cc1ccc(NC(=O)CSC2=C(C#N)C(c3ccco3)C3=C(CCCC3=O)N2)cc1 (configuration not stated)	28.4%	i	13.5%	4.7%	0.2%
O=C(CCNc1cccc(Cl)c1)c1cccs1	i	i	-1.1%	-4.4%	u
CN(Cc1nc(-c2ccncc2)no1)S(=O)(=O)c1ccc(Cl)cc1	3.9%	i	1.9%	-10.1%	-10.5%
O=C(Nc1cccc(F)c1)c1cc(-c2ccco2)nc2ccccc12	33.1%	i	-0.8%	4.0%	-0.8%
Nc1c(-c2ccc(Cl)cc2)cnn1-c1cccc(C(F)(F)F)c1	-0.3%	0.7%	1.6%	5.7%	-4.7%
CC12CCC(=O)N1C(C(=O)N1CCN(S(=O)(=O)c3ccc(Br)cc3Cl)CC1)CS2 (configuration not stated)	11.9%	1.6%	12.4%	9.8%	-10.9%
COCCNc1ncnc2c1nc1n2CCCC1	-15.5%	0.9%	-3.4%	9.0%	8.6%
CC(C)CN1C(=O)C(=O)N(CC(=O)c2ccc3c(c2)OCO3)C1=O	7.4%	1.6%	-2.6%	-6.3%	2.6%
O=C(OCC(=O)N1CCN(C(=O)c2ccco2)CC1)c1ccccc1	2.4%	i	7.8%	6.4%	7.8%
Cc1ccc2cc(C#N)c(NCCNC(=S)NCCCN3CCOCC3)nc2c1	15.9%	1.4%	-6.9%	1.0%	-1.6%
CCC(=O)c1ccc(OCC(=O)OCC(=O)c2cc(C)n(C)c2C)cc1	u	6.7%	6.4%	-7.5%	u
COc1ccc(NC(=O)CSc2nc3ccccc3c(=O)n2CCCC(=O)NCC2CCCO2)c(OC)c1 (configuration not stated)	25.0%	1.8%	0.5%	-13.1%	-0.6%
CCOC(=O)C1CCN(C(=O)C(CCSC)NC(=O)COc2ccccc2)CC1 (configuration not stated)	-3.0%	1.6%	-15.4%	x	-4.3%
CCN(CC)CCN(C(=O)C1CCCCC1)c1nc2cc3c(cc2s1)OCO3	-7.3%	1.9%	15.5%	7.1%	-14.0%
O=c1[nH]c(=S)n(-c2ccccc2)c(O)c1/C=N/N1CCCCC1c1cccnc1 (configuration not stated)	-10.0%	0.1%	-1.3%	1.9%	2.1%
O=C(Nc1ccccc1Cl)c1sccc1-c1ccccc1	15.7%	i	-3.4%	-0.3%	7.8%
Cc1ccc(/C=C/C(=O)O)cc1S(=O)(=O)Nc1ccccc1C(=O)O	1.8%	1.5%	-6.6%	0.2%	2.1%
CNC(=O)C1CCN(S(=O)(=O)c2c(C)noc2/C=C/c2cccc(OC)c2)CC1	-8.9%	0.7%	9.7%	-19.3%	-7.9%
C#CCNC(=O)C1=C[C@H](c2coc3ccccc3c2=O)C[C@H](OCCCCO)O1	4.6%	0.2%	-3.0%	10.6%	-1.7%
C#CCOCCOCCOCCNc1nc(N2CCN(C(=O)[C@H](CCCCN)n3cc([C@@H](N)C(C)CC)nn3)CC2)nc(N2CCN(C(=O)[C@H](CCCCN)n3cc([C@@H](N)CO)nn3)CC2)n1 (some centres not stated)	44.7%	x	x	-4.3%	1.9%
CCCC(=O)Nc1nnc(CC(=O)OCC)s1	-31.9%	0.3%	-1.4%	0.5%	-2.5%
CCn1cnc2cc(NC(=O)c3ccc(C)cc3)ccc21	5.6%	2.5%	-33.5%	16.3%	-2.5%
CCN(CC)C(=S)Oc1c(Cl)cccc1Cl	-0.9%	1.5%	1.4%	5.7%	-1.4%
Cc1c(C=O)c2ccccn2c1C(=O)c1cccc([N+](=O)[O-])c1	0.1%	3.5%	0.9%	-4.2%	3.2%
Cc1cc(C)c(S(=O)(=O)n2c([N+](=O)[O-])cnc2C)c(C)c1	-15.1%	0.3%	-7.3%	0.1%	2.1%
Cc1ccccc1OCC(=O)NC(Cc1c[nH]c2ccccc12)C(=O)O (configuration not stated)	-6.5%	0.7%	-17.4%	3.2%	1.8%
O=C(O)c1nc(-c2ccccc2)n(-c2cccc(C(F)(F)F)c2)n1	4.2%	0.5%	4.1%	9.6%	2.6%
COc1cc2c(cc1OC)CN(CC(=O)Nc1ccc(S(=O)(=O)N3CCCC3)cc1)CC2	-16.4%	3.4%	9.0%	-16.6%	8.2%

Structures from the list above that contain a COOH group (three):
SMILES	M. tuberculosis	VEEV TC-83 Vero	influenza NS1A	Salmonella PhoP GFP	H37Rv inhibition	others
Cc1ccc(/C=C/C(=O)O)cc1S(=O)(=O)Nc1ccccc1C(=O)O	1.8%	1.5%	-6.6%	0.2%	2.1%
Cc1ccccc1OCC(=O)NC(Cc1c[nH]c2ccccc12)C(=O)O (configuration not stated)	-6.5%	0.7%	-17.4%	3.2%	1.8%
O=C(O)c1nc(-c2ccccc2)n(-c2cccc(C(F)(F)F)c2)n1	4.2%	0.5%	4.1%	9.6%	2.6%

Carrying on.
SMILES	M. tuberculosis	VEEV TC-83 Vero	influenza NS1A	Salmonella PhoP GFP	H37Rv inhibition	others
COc1ccc(Cl)cc1NC(=O)C(C)NC(c1ccccc1)c1ccccc1 (configuration not stated)	15.7%	0.8%	-5.5%	-7.2%	3.1%
COc1cccc(NC(=O)c2sc3nc(N4CCOCC4)c4c(c3c2N)CCCC4)c1	-1.6%	3.5%	4.0%	-6.1%	12.3%
CCCCOC(=O)c1ccc(NC(=O)C(=O)CC(=O)c2ccc(OC)cc2)cc1	u	0.4%	-5.2%	4.5%	u
O=C(NCc1ccccc1Br)c1ccc2c(c1)OCCO2	-7.6%	i	-1.7%	-10.7%	7.4%
CCc1ccc(-c2csc(NC(=O)C3CC(=O)N(c4ccc5c(c4)OCCO5)C3)n2)cc1 (configuration not stated)	74.2%	5.3%	3.9%	-4.1%	41.1%
O=c1[nH]c(=O)n(Cc2ccco2)c(O)c1C=NCc1ccc2c(c1)OCO2	8.5%	2.7%	3.5%	-2.9%	-7.8%	VEEV TC-83 Vero 10K pilot screen=1.5
Cc1ccc(CN2[C@@H](CC3CCCCC3)COCCS2(=O)=O)cc1	6.4%	i	-12.2%	-7.5%	11.1%
CC12CCC(C(=O)N/N=C/c3ccc(O)cc3O)(OC1=O)C2(C)C (configuration not stated)	-1.0%	7.0%	20.2%	-0.3%	1.8%
Cc1ccc(S(=O)(=O)N2CCN(CC(=O)NC(=O)NCc3ccccc3)CC2)cc1C	1.1%	2.5%	4.5%	4.3%	2.5%	VEEV TC-83 Vero 10K pilot screen=0.9
CCOC(=O)c1[nH]c(C)c(C(=O)Nc2ccc3c(c2)CCC3)c1C	-11.5%	2.4%	4.6%	-8.9%	0.1%
CCCc1nc2nc(C)c(NS(=O)(=O)c3ccc(F)cc3)c(=O)n2[nH]1	-6.8%	i	10.2%	4.1%	-0.5%
CC(C)N(C(=O)Cn1cc(S(=O)(=O)CC(=O)NCc2ccc(F)cc2)c2ccccc21)C(C)C	9.0%	i	-7.5%	-3.0%	-3.5%
CCOC(=O)C(O)(c1ccc(NC(=O)NC2CCCCC2)cc1)C(F)(F)F (configuration not stated)	20.8%	i	5.4%	-1.9%	2.6%	VEEV TC-83 Vero 10K pilot screen=2.7
C=C1CC[C@H](O)C/C1=C/C=C1\CCC[C@]2(C)[C@@H]([C@H](C)/C=C/[C@H](C)C(C)C)CC[C@@H]12	3.0%	i	-1.1%	2.1%	7.2%
OC(c1ccc(Cl)cc1)C(CN1CCOCC1)c1ccccc1 (configuration not stated)	-0.2%	0.3%	-22.5%	-8.2%	-2.9%

Arranged by number of heavy atoms (smallest number first): part of the list above.
SMILES	M. tuberculosis	VEEV TC-83 Vero	influenza NS1A	Salmonella PhoP GFP	H37Rv inhibition	others
CCOC(=O)C(O)(c1ccc(NC(=O)NC2CCCCC2)cc1)C(F)(F)F (configuration not stated)	20.8%	i	5.4%	-1.9%	2.6%	VEEV TC-83 Vero 10K pilot screen=2.7
CCCCOC(=O)c1ccc(NC(=O)C(=O)CC(=O)c2ccc(OC)cc2)cc1	u	0.4%	-5.2%	4.5%	u
COc1cccc(NC(=O)c2sc3nc(N4CCOCC4)c4c(c3c2N)CCCC4)c1	-1.6%	3.5%	4.0%	-6.1%	12.3%
CCc1ccc(-c2csc(NC(=O)C3CC(=O)N(c4ccc5c(c4)OCCO5)C3)n2)cc1 (configuration not stated)	74.2%	5.3%	3.9%	-4.1%	41.1%

(list continues)
SMILES	M. tuberculosis	VEEV TC-83 Vero	influenza NS1A	Salmonella PhoP GFP	H37Rv inhibition	others
O=C(CN(C(=O)c1csnn1)c1ccccc1)NCCc1ccccc1	-4.6%	i	-3.6%	8.6%	0.1%
Cc1nnc(SC(C)C(=O)Nc2sc3c(c2C#N)CCCC3)[nH]c1=O (configuration not stated)	5.5%	0.1%	3.7%	2.9%	-5.0%
CSc1cccc(NC(N)=S)c1	40.1%	0.5%	0.8%	1.0%	-5.8%
CN(C)S(=O)(=O)c1cccc(NC(=O)c2ccc(-n3cncn3)c([N+](=O)[O-])c2)c1	2.3%	7.8%	-0.6%	5.1%	-8.0%
CCOC(=O)c1c2c(n(-c3ccc(OC)cc3)c1C)C(=O)C(=O)c1ccccc1-2	x	i	28.4%	x	x
CCOC(=O)C1CCN(C(=O)Cn2cc(C(=O)C3CC3)c3ccccc32)CC1	1.5%	1.0%	5.6%	-3.9%	4.7%
O=C(CN1CCN(Cc2cccc(F)c2)CC1)NCc1ccccc1	-6.6%	0.2%	-1.6%	-0.7%	-6.6%

Of the compounds above, five contain an aryl thioether with sulfur outside any ring.
SMILES	M. tuberculosis	VEEV TC-83 Vero	influenza NS1A	Salmonella PhoP GFP	H37Rv inhibition	others
CCc1ccc(Nc2nnc(SCC(=O)NCCN3C(=O)CSC3=O)s2)cc1	34.5%	0.7%	5.5%	-1.7%	2.6%
Cc1ccccc1-n1ncc2c1CC(C)(C)CC2NC(=O)CSc1ccncc1 (configuration not stated)	46.3%	i	-6.9%	-4.7%	8.0%
COc1ccc(NC(=O)CSc2nc3ccccc3c(=O)n2CCCC(=O)NCC2CCCO2)c(OC)c1 (configuration not stated)	25.0%	1.8%	0.5%	-13.1%	-0.6%
Cc1nnc(SC(C)C(=O)Nc2sc3c(c2C#N)CCCC3)[nH]c1=O (configuration not stated)	5.5%	0.1%	3.7%	2.9%	-5.0%
CSc1cccc(NC(N)=S)c1	40.1%	0.5%	0.8%	1.0%	-5.8%
